MEX-5 binding = C. elegans MEX-5 TCR-2 RNA binding activity; Q9XUB2; MEX-5/FITC-TCR2 RNA binding, fluorescence polarization; stronger effect = lower value; activity score (negative = inhibition of binding), % at 10 µM; 0.38% of 300,000 active; AID 1832;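 active = inhibition past about -25% in most replicates, and total fluorescence under double the plate's negative control median, limit read from the data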;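 note: 0% = DMSO and -100% = 5 µM competing unlabeled TCR2 RNA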
VLA-4 inh = inhibition in a human VLA-4 binding assay; VLA-4 expressing cells, ligand binding flow cytometry; inhibition, % (about 7 µM as worked out from the volumes in the protocol); 0.2% of 330,000 active; in the data active = inhibition above about 50%
Target sequence (P13612 whole entry, looked up): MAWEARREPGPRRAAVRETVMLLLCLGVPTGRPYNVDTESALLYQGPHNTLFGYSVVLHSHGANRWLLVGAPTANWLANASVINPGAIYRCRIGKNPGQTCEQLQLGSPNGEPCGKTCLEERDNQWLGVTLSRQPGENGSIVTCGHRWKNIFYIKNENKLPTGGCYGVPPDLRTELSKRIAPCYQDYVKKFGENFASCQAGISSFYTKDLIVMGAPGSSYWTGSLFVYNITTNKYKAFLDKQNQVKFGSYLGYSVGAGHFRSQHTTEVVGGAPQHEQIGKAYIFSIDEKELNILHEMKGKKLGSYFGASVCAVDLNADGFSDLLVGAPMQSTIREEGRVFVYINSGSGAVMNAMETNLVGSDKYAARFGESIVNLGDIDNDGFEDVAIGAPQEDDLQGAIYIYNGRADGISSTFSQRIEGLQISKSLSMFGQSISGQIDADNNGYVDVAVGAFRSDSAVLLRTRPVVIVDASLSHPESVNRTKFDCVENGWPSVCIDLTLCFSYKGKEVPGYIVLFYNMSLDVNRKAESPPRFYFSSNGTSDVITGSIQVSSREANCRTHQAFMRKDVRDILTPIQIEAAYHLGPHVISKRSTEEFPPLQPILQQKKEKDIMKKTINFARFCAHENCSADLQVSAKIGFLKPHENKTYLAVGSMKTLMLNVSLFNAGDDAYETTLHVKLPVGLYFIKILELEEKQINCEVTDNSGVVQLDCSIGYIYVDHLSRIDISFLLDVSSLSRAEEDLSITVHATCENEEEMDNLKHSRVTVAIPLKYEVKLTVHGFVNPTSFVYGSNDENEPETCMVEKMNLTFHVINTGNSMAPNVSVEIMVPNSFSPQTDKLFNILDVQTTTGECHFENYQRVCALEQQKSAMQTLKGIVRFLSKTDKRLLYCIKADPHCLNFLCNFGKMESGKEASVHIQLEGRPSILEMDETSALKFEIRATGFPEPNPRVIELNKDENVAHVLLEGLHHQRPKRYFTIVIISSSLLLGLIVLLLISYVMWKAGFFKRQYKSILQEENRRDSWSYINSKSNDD
AGP1-GFP MLPCN = yeast TOR pathway AGP1-GFP modulation. S. cerevisiae AGP1-GFP multiplex flow cytometry, 3 h; GFP as percent of DMSO wells. GFP response vs DMSO, % at 10 µM. 0.02% of 320,000 active. AID 2066;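 active = GFP response relative to DMSO above a set limit, near screen average plus 3 SD, cut at about 150% in these data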;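 note: median GFP channel fluorescence of the gated AGP1 strain per well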
CIT2 TOR yeast = yeast TOR pathway CIT2-GFP modulation. 0.065% of 320,000 active. GFP response vs DMSO, % at 10 µM. S. cerevisiae CIT2-GFP strain, flow cytometry, 3 h; 100 means same as DMSO wells;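 active = GFP response relative to DMSO above a set limit, near the screen mean plus 3 SD, cut at about 150% in these data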;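 note: ratio of well median GFP fluorescence to mean of DMSO wells on the plate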
Bcl-xL primary = blocks human Bcl-xL binding to Bim BH3 peptide. 0.7% of 320,000 active. GST-Bcl-xL / FITC-Bim BH3 peptide fluorescence polarization. Q07817. inhibition, % at 10.9 µM;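 active = inhibition above the mean of all tested compounds plus 3 SD, cutoff set per campaign, cut at about 30% in these data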;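 note: 0% = DMSO wells and 100% = unlabeled Bim-BH3 peptide competitor; inhibitors lower millipolarization by displacing the labeled peptide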
Yeast superoxide = yeast age-related superoxide inhibition as caloric restriction mimetic | S. cerevisiae aged cells, superoxide DHE fluorescence; stronger effect = lower value | superoxide response (% of plate mean), % at 10 µM | AID 2690 | 0.18% of 330,000 active;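 active = superoxide response under a set limit, about three screen SD below normal, cut at about 65% in these data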;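 note: yeast aged for seven days with compound at 30 °C before DHE staining; 100% = average MFI of all compound-treated wells on the plate with controls excluded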
MCL1-BIM inh = inhibitors of human MCL1 binding to BIM-BH3 peptide; Q07820; GST-MCL1 / FITC-Bim-BH3 fluorescence polarization; inhibition, % at 10.9 µM; 0.68% of 320,000 active;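 active = inhibition above the mean inhibition of all tested compounds plus 3 SD, set per campaign, cut at about 40% in these data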;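 note: 0% = DMSO wells and 100% = unlabeled Bim-BH3 peptide control; higher means more loss of mP so more displacement of Bim peptide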
GLD-1 TGE inh = GLD-1-TGE RNA interaction inhibition (C. elegans); purified GLD-1 + fluorescein TGE RNA, fluorescence polarization; inhibition, % at 5.96 µM; Q17339; 0.44% of 320,000 active;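 active = percent inhibition above a per-plate cutoff, the plate mean of test compounds plus 3 SD, cut at about 30% in these data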;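 note: 0% = DMSO wells with GLD-1 and probe and 100% = wells lacking GLD-1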
GRK2 inh = blocks RNA aptamer binding to human GRK2; P25098; bead flow cytometry, FAM-aptamer displacement from GRK2; 0.59% of 330,000 active; inhibition of aptamer binding, % at 10 µM; AID 488847;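 active = inhibition of aptamer binding above 40%, roughly 3 SD of noise, on plates passing a quality check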;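 note: median bead fluorescence of bound FAM aptamer so fluorescent compounds give negative values; no value below 0 was filed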
The depositor's hits bear a star; i = inactive; . = no result given.

SMILES | MEX-5 binding | VLA-4 inh | AGP1-GFP MLPCN | CIT2 TOR yeast | Bcl-xL primary | Yeast superoxide | MCL1-BIM inh | GLD-1 TGE inh | GRK2 inh
COc1ccc(-c2ccc(-c3nnc(Cc4ccc(OC)c(OC)c4)o3)cc2)cc1 | 3.2 | -17 | 105 | 98 | 4 | 93 | 2 | -4 | 0
Cc1ccc(C)c2c1cc(C)c1nnc(SCC(=O)c3cccs3)n12 | 1.7 | -8 | 107 | 97 | 6 | 101 | 11 | 3 | 0
COc1ccc(N2CCN(C(=O)CCC(=O)N3CCOc4ccc(Cl)cc43)CC2)cc1 | -0.5 | 3 | 94 | 84 | 3 | 98 | 5 | -2 | 2
C#CCOC(=O)C[N+](C)(C)CC#Cc1ccccc1 | -0.9 | 0 | 106 | 117 | -3 | 109 | -9 | -1 | 0
CS(=O)(=O)N1CCC(C(=O)Nc2cc(C(F)(F)F)ccc2Cl)CC1 | 2.6 | 23 | 96 | 99 | 1 | 105 | 5 | 1 | 1
Cc1ccc(N(CC(=O)Nc2ccc3c(c2)OCCO3)S(=O)(=O)c2c(C)noc2C)cc1 | 3.9 | -12 | 93 | 113 | 1 | 94 | -3 | 4 | 0
CC(C)[C@H](NC(N)=O)C(=O)Nc1ccc(OCc2ccccc2)cc1 | -1.5 | 6 | 108 | 101 | 6 | 93 | 5 | 3 | 0
CN1CCN(c2ccc(S(=O)(=O)N3CCCCC3)cc2NC(=O)Cc2ccccc2F)CC1 | -1.2 | 8 | . | . | -2 | 73 | 6 | 1 | 0
CC(NC(=O)c1ccc(NC(=O)CC2SC(N3CCCC3)=NC2=O)cc1)c1ccccc1 (centres undefined) | . | 3 | 105 | 98 | 2 | 107 | 0 | -8 | 0
CCOC(=O)c1nnn(-c2nonc2N)c1-c1cccc2ccccc12 | -1.6 | 14 | 101 | 86 | -3 | 122 | -5 | 4 | 0
CCOC(=O)N1CCC(N2CCN(c3ccccc3)CC2)CC1 | -0.8 | 1 | 109 | 105 | 3 | 105 | 7 | 0 | 0
CCN1CCN(c2ccc(S(=O)(=O)N3CCCCC3)cc2NC(=O)COc2ccc(Cl)c(C)c2)CC1 | 1.1 | -13 | 106 | 93 | -17 | 94 | -24 | 0 | 0
O=C(Nc1ccc(F)cc1F)C1CC(=O)N(Cc2ccccc2)C1 (centres undefined) | . | 3 | 106 | 91 | -4 | 105 | -3 | -4 | 1
CSc1ccc(C(=O)C2CCCN(C(=O)c3ccc4c(c3)OCO4)C2)cc1 (centres undefined) | 3.1 | 1 | 104 | 92 | 7 | 94 | 7 | 3 | 5
CNC(=S)N1CCn2cccc2C1c1cc(OC)c(OC)c(OC)c1 (centres undefined) | -0.4 | 5 | 98 | 98 | 0 | 100 | -1 | -2 | 0
COc1cccc(NC(=O)CSc2nc3c([nH]c4ccccc43)c(=O)n2C)c1 | -0.8 | 60* | 103 | 95 | 0 | 122 | -4 | -1 | 5
C=CCNCCCCOc1ccccc1 | 3.4 | -22 | 106 | 114 | -2 | 105 | -5 | 3 | 0
COc1ccc(C(=O)Nc2nccs2)cc1OC | -1.6 | -2 | 101 | 102 | 3 | 114 | 4 | 0 | 2
COc1ccc(NC(=O)CCNC(=O)c2ccco2)cc1Cl | -1.7 | -12 | 92 | 97 | 3 | 94 | -5 | 0 | 2
N#Cc1cc(-c2ccc(Cl)cc2)cnc1Sc1ccccc1 | -1.8 | 7 | 105 | 104 | 6 | i | 1 | 5 | 2
CS(=O)(=O)c1ccccc1C(=O)Nc1ccc(-c2nc3ccccc3[nH]2)cc1 | 4.1 | 17 | 107 | 108 | 6 | 89 | 7 | 3 | 1
CCN(CC)C(=O)Cn1cc(C(=O)C(=O)N2CCCc3ccccc32)c2ccccc21 | . | 0 | 94 | 105 | 3 | 104 | 2 | 1 | 3
O=S(=O)(NCc1cccnc1)c1cc(Cl)ccc1Cl | 0.1 | 6 | 101 | 98 | 1 | 90 | -2 | 4 | 1
Cc1ccc(C)c(NC(=S)NCc2cccs2)c1 | -0.8 | -12 | 112 | 109 | 4 | 91 | 13 | 3 | 4
CCOC(=O)CNc1ncnc2nc[nH]c12 | -0.3 | 1 | 101 | 99 | 3 | 102 | 8 | 0 | 2
COc1ccc(NC(C)=O)cc1NS(=O)(=O)c1cn(C)c(=O)n(C)c1=O | -3.5 | 3 | 104 | 101 | 1 | 89 | 1 | 4 | 0
CCOC(=O)c1ccc(NS(=O)(=O)N2CCCCCC2)cc1 | -0.2 | 18 | 106 | 109 | 1 | 100 | 3 | 2 | 1
CC(=O)NNC(=O)CCn1nnc2ccccc21 | 0.2 | -1 | 98 | 98 | 9 | 94 | 2 | -1 | 0
Cc1ccc(NC(=O)CSC2=C(C#N)C(c3ccc4c(c3)OCO4)C3=C(CCCC3=O)N2)c(C)c1 (centres undefined) | -1.8 | -8 | 105 | . | 10 | 100 | 13 | 6 | 13
Nc1ccccc1-c1nnc(SCc2ccccc2Cl)[nH]c1=O | -0.1 | -12 | 104 | 92 | 8 | 116 | 3 | 3 | 0
COCc1cc(C)nc(SCC(=O)Nc2ccccc2C)c1C#N | -0.3 | -5 | 100 | 96 | 0 | 92 | -6 | 5 | 0
O=C(NN=C1CCCCCCC1)c1ccc(F)cc1 | 0.0 | 12 | 100 | 97 | 2 | 89 | 4 | 0 | 2
COc1ccc(C(=O)CC(=O)C(=O)Nc2cccc(F)c2)cc1 | -0.8 | 0 | 100 | 87 | 1 | 106 | 0 | -2 | 1
Cc1ccc(-c2cccc(C3CC=CC4C3C(=O)N(Cc3ccccc3)C4c3cc(C)ccc3F)c2)cc1 (centres undefined) | 0.2 | -5 | 94 | 87 | -1 | 105 | -1 | -7 | 4
CCC(OC(=O)c1cc2sccc2n1C)C(=O)NCC1CCCO1 (centres undefined) | . | 5 | 92 | . | 3 | 116 | 3 | 4 | 0
CN(C)CC/C=C1\c2ccccc2COc2ccccc21 | 0.4 | 8 | 95 | 120 | 1 | 118 | -2 | 6 | 0
Nc1cc(N)nc(SCCOc2ccccc2)n1 | 1.8 | -7 | 107 | 100 | 9 | 123 | 3 | 7 | 0
CC(=O)N1CCN(Cc2nc3cc(NC(=O)c4ccccc4)ccc3n2C)CC1 | 0.1 | -3 | 101 | 109 | 2 | 111 | 7 | 2 | 0
Cc1ccc(OCc2nnc(SCC(=O)O)n2N)cc1 | 4.7 | -1 | 99 | 103 | -2 | 91 | -2 | 1 | 0
O=C(c1ccccc1)c1ccc(C(=O)N2CCOCC2)cc1 | 1.5 | 0 | 98 | 104 | 2 | 114 | 2 | -2 | 1

Limited to CIT2 TOR yeast, Yeast superoxide and MCL1-BIM inh, for some of the entries so far:
Structure	CIT2 TOR yeast	Yeast superoxide	MCL1-BIM inh
Cc1ccc(-c2cccc(C3CC=CC4C3C(=O)N(Cc3ccccc3)C4c3cc(C)ccc3F)c2)cc1 (centres undefined)	87	105	-1
CCC(OC(=O)c1cc2sccc2n1C)C(=O)NCC1CCCO1 (centres undefined)	.	116	3
CN(C)CC/C=C1\c2ccccc2COc2ccccc21	120	118	-2

Arranged by value in MEX-5 binding (high to low): some entries from above.
Structure	MEX-5 binding
O=C(c1ccccc1)c1ccc(C(=O)N2CCOCC2)cc1	1.5
CN(C)CC/C=C1\c2ccccc2COc2ccccc21	0.4
O=C(NN=C1CCCCCCC1)c1ccc(F)cc1	0.0

Next part:
SMILES | MEX-5 binding | VLA-4 inh | AGP1-GFP MLPCN | CIT2 TOR yeast | Bcl-xL primary | Yeast superoxide | MCL1-BIM inh | GLD-1 TGE inh | GRK2 inh
O=C(NCC(=O)N(c1ccc(F)cc1)C(C(=O)NC1CCCC1)c1cccnc1)c1cccs1 (centres undefined) | -0.2 | 13 | 101 | 90 | 6 | 100 | 1 | 0 | 3
CN(C(=O)COc1ccccc1)c1nnc(C23CC4CC(CC(C4)C2)C3)s1 | 0.3 | -10 | 104 | 98 | 2 | 110 | 8 | -7 | 3
CCCC(=O)c1ccc(N2CCN(S(=O)(=O)c3ccccc3)CC2)c(F)c1 | 0.6 | 2 | 104 | 99 | 1 | 89 | 1 | 0 | 2
Cc1ccc(-c2cn(S(=O)(=O)c3cccc([N+](=O)[O-])c3)nc2N)cc1 | -0.2 | 11 | 94 | 94 | 1 | 108 | -3 | 1 | 1
CN(CC(=O)Nc1ccc(N2CCOCC2)cc1)C(=O)Cc1ccccc1 | . | 2 | 117 | 107 | 1 | 86 | -6 | 0 | 0
O=C(CN(Cc1ccccc1F)C(=O)c1csnn1)NC1CCCCC1 | 0.3 | -10 | 110 | 106 | 6 | 99 | 13 | 2 | 0
CCOc1ccccc1NC(=O)c1ccc2c(c1)C(=O)N(C(C)(C)C)C2=O | -1.5 | 7 | 96 | 101 | -3 | 104 | -3 | -2 | 0
COc1ccccc1NC(=O)c1oc2ccccc2c1NC(=O)C1CC1 | -0.6 | -2 | 96 | 96 | 5 | 98 | -2 | 1 | 0
C(=C\c1ccccc1)/C=N/Nc1nc(N2CCCCC2)nc(N2CCCCC2)n1 | 0.4 | -2 | 96 | 96 | 4 | 100 | 7 | 0 | 0
O=C(CCC(=O)NNC(=O)COc1ccccc1)NCc1ccccc1 | 2.8 | 4 | 99 | 98 | 0 | 99 | 7 | 4 | 2

In the list so far, 2 contain two or more sulfur atoms.
SMILES | MEX-5 binding | VLA-4 inh | AGP1-GFP MLPCN | CIT2 TOR yeast | Bcl-xL primary | Yeast superoxide | MCL1-BIM inh | GLD-1 TGE inh | GRK2 inh
Cc1ccc(C)c2c1cc(C)c1nnc(SCC(=O)c3cccs3)n12 | 1.7 | -8 | 107 | 97 | 6 | 101 | 11 | 3 | 0
Cc1ccc(C)c(NC(=S)NCc2cccs2)c1 | -0.8 | -12 | 112 | 109 | 4 | 91 | 13 | 3 | 4

Continued:
SMILES | MEX-5 binding | VLA-4 inh | AGP1-GFP MLPCN | CIT2 TOR yeast | Bcl-xL primary | Yeast superoxide | MCL1-BIM inh | GLD-1 TGE inh | GRK2 inh
O=C(N/N=C/c1ccncc1)c1cnccn1 | -2.2 | 11 | 117 | 101 | 1 | 91 | -4 | 9 | 0
COc1ccc(-c2nnc(-c3ccc(C)cc3)o2)cc1 | 0.5 | -2 | 89 | 93 | 7 | 93 | 5 | 2 | 1
CCOC(=O)CC1=C(C(=O)OCC)C(c2ccc(OC)cc2OC)C(C#N)=C(N)O1 (centres undefined) | -9.0 | 8 | 104 | 99 | 39* | 95 | 43* | 35* | 0
CC1(C)CC(=O)C2=C(C1)OC(N)=C(C#N)C21CCN(Cc2ccccc2)CC1 | -15 | -89 | 94 | 103 | 74* | 108 | 73* | 30 | 0
CCOc1ccc(/C=N/O)cc1 | -3.3 | 16 | 95 | 128 | 3 | 92 | 9 | 4 | 0
O=C(CCS(=O)(=O)c1ccc(Cl)cc1)N1CCN(S(=O)(=O)c2cccs2)CC1 | 0.5 | 20 | 102 | 97 | 4 | 95 | 1 | -7 | 0
CCC(C)Sc1ccc([C@@H]2[C@H]3C(=O)N(CC)C(=O)[C@H]3[C@]3(C(=O)OC)CCCCN23)cc1 (some centres undefined) | . | 9 | 101 | 90 | -9 | 102 | -13 | -1 | 0
